# M1 antag – blocks human M1 muscarinic receptor; CHO-K1 hM1, Fluo-8 calcium fluorescence, ACh EC80 antagonist; inhibition, % at 3 µM; P11229; 360,000 tested, 1.3% active;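 active = percent inhibition above its own plate's cutoff, namely the mean of that plate's compound wells plus 3 SD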;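 note: peak over basal fluorescence ratio during 140 s after agonist addition; 0% = ACh EC80 plus DMSO and 100% = DMSO alone without agonist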
# CHRM1 PAM – potentiates human M1 receptor response to acetylcholine; CHO-K1 hM1, Fluo-8 calcium fluorescence, ACh EC20; 0% = ACh EC20, 100% = maximal ACh; AID 588819; activation, % at 3 µM; 360,000 tested, 0.088% active; in the data active = activation above about 19%, passing the limit was not always enough
# TAAR1 antag – antagonists of human TAAR1. Q96RJ0. CHO RD-HGA16 TAAR1, Fluo-8 calcium fluorescence, antagonist. inhibition, % at 3 µM. 360,000 tested, 1.5% active. AID 624466;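 active = inhibition above a per-plate cutoff, the mean inhibition of test compounds on that plate plus 3 SD, cut at about 49% in these data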;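 note: 0% = DMSO plus EC80 beta-PEA response and 100% = DMSO alone without agonist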
# Target sequence (Q96RJ0 whole entry, looked up): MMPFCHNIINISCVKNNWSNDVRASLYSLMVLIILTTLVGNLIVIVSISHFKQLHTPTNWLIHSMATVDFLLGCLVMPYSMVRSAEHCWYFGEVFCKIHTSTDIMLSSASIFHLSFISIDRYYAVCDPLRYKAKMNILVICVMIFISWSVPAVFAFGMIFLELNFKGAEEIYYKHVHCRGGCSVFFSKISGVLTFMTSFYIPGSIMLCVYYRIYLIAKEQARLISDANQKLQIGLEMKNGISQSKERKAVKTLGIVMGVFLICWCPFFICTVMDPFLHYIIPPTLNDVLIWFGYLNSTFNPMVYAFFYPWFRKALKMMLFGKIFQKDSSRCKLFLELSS
#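 Material: CHO RD-HGA16 cells bearing hTAAR1; compound dosing: one-point dosing, 3 µM nominal final; schedule: dye loading 75 min at 37 °C, then 30 min room temperature; measured by: calcium fluorescence with Fluo-8; control set: vehicle and agonist controls; replication: n of 1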
# V1aR counter – V1a receptor agonism, counter-screen for OXTR agonists | CHO-V1R cells, Fluo-8 calcium fluorescence, agonist mode; 0% DMSO, 100% 3 nM vasopressin | P37288 | 320,000 tested, 0.25% active | activation, % at 3 µM | AID 2797;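 active = activation above the mean activation of all tested compounds plus 3 SD, per screening run, cut at about 20% in these data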;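 note: signal is peak over basal fluorescence ratio across a 100 second FLIPR read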
# CHRM1 agonist – human M1 muscarinic receptor agonism; activation, % at 3 µM; AID 588814; CHO-K1 hM1, Fluo-8 calcium fluorescence, agonist mode; 0% DMSO, 100% acetylcholine EC100; 360,000 tested, 0.33% active; P11229;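 active = activation above the run's mean compound activation plus 3 SD, cut at about 16% in these data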;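 note: peak over basal fluorescence ratio within a 140 s kinetic read after compound addition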
# TAAR1 agonist – agonists of human TAAR1; CHO RD-HGA16 TAAR1, Fluo-8 calcium fluorescence; vehicle wells 0%, saturating PEA agonist 100%; activation, % at 3 µM; 360,000 tested, 0.99% active; AID 624467;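 active = activation above the mean activation of all test compounds in the run plus 3 SD, cut at about 38% in these data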
#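 Repeats: no replicates (n 1) | Material: CHO-derived RD-HGA16 cells with stable Gα16 and human TAAR1 | Technique: Kinetic Fluo-8 calcium fluorescence | Schedule: 17-24 h seeding, 75 min 37 °C dye, 30 min RT | Evaluation: % activation from peak over basal fluorescence ratio, DMSO-to-PEA scaled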
# OXTR ag – agonists of human oxytocin receptor; 320,000 tested, 0.32% active; AID 2435; CHO-OTR cells, Fluo-8 calcium fluorescence; normalized: DMSO 0%, oxytocin 100%; activation, % at 3 µM;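 active = activation above the mean of all tested compounds plus 3 SD, cutoff set per screening run, cut at about 20% in these data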;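 note: peak over basal fluorescence ratio from a 100 s FLIPR kinetic read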
# Target sequence (P30559 whole entry, looked up): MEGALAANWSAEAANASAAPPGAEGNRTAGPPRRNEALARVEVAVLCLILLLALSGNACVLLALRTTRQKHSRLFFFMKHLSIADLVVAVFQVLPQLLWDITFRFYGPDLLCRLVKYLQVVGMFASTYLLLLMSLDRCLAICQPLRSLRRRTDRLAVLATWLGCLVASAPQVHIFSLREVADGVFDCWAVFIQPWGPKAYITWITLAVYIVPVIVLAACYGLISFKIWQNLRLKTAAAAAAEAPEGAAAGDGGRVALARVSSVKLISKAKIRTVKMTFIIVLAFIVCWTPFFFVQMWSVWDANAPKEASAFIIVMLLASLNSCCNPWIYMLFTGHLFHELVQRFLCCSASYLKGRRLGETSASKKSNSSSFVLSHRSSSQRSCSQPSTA
# CHO parental Ca – counter-screen for OX1R antagonists: effect in parental CHO cells. parental CHO-K1, ATP-induced calcium, Fluo-8 fluorescence. inhibition, % at 5.6 µM. 330,000 tested, 0.63% active. AID 463079;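 active = inhibition above that plate's mean sample inhibition plus 3 SD, cut at about 26% in these data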;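 note: 0% = ATP-challenged DMSO wells and 100% = DMSO wells without ATP; some compounds past the cut are filed as inactive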
#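 Assay system: untransfected parental CHO cell line. Also added: ATP agonist challenge. Dosing: one dose, 5.6 µM nominal. Measured by: Fluo-8 fluorescence. Read-out: % inhibition. Benchmarks: ATP wells versus no-ATP DMSO wells. Repeats: no replicates.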
# OXTR potentiate – human OXTR potentiation | AID 2445 | activation, % at 3 µM | P30559 | CHO-OTR cells, Fluo-8 calcium fluorescence, potentiator mode; 0% = oxytocin EC15, 100% = EC100 | 320,000 tested, 0.061% active;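 active = activation above that plate's cutoff, the mean activation of tested compounds plus 3 SD, cut at about 6.6% in these data, passing the limit was not always enough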;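 note: 100% uses oxytocin at 75 nM as the full agonist control; some results filed as inactive read as strong as hits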
#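 System: human OTR in CHO cells / Also added: sub-maximal oxytocin, roughly EC15 / Control set: EC15 oxytocin low, 75 nM oxytocin high / Schedule: 6 min compound pre-incubation at room temperature, 100 s kinetic read / Compound: single-point 3.0 µM / Replication: singlicate / Technique: Fluo-8 calcium dye fluorescence / Read-out basis: % activation of max/min ratio relative to oxytocin controls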
# Starred values were filed as active, the others as inactive; · = not tested or not shown.
SMILES,M1 antag,CHRM1 PAM,TAAR1 antag,V1aR counter,CHRM1 agonist,TAAR1 agonist,OXTR ag,CHO parental Ca,OXTR potentiate
CC(=O)N1NC(=Nc2ccccc2)SC1(C)C,-11,6,-10,6.8,0,5,6.0,1,-19
O=C(CSc1nnnn1Cc1ccccc1)Nc1ccc2c(c1)OCCO2,-7,7,2,0.2,-2,0,-0.4,-12,0
NC(=O)c1ccc(Oc2ccc3c(c2)CCC3)c([N+](=O)[O-])c1,-9,7,-5,3.2,-4,2,-0.7,-12,-3
CC1CCCCN1CCCNc1ccc(C(CC(N)=O)NC(=O)Cc2ccc(Cl)cc2)cc1[N+](=O)[O-] (configuration not stated),3,-1,2,0.1,-9,1,-0.6,-1,-5
COc1cc(CNCCN(C)C)ccc1OCc1c(F)cccc1Cl,-4,6,-20,0.7,-4,7,0.7,-30,-2
COc1ccc(NC(=O)CSc2nc3[nH]ncc3c(=O)n2-c2ccccc2OC)cc1OC,-5,11,-6,0.5,1,-2,-0.5,-4,-9
CC(C)/C=C1\CCCCC1N(C)C(=O)NC(C)C (configuration not stated),-8,6,8,-0.8,-3,5,-1.5,-9,4
Cn1c2ccccc2c2nnc(SCC(=O)Nc3ccccc3F)nc21,-23,10,-23,0.3,-6,0,-1.6,-11,3
Cc1ccc(S(=O)(=O)NC(=O)Nc2cccc([N+](=O)[O-])c2)cc1,-5,8,-6,0.9,-5,0,1.8,4,-13
CCOC(=O)c1c(NC(=O)CN2C(=O)NC3(CCCCC3C)C2=O)sc(C)c1C (configuration not stated),-4,4,-17,-1.6,-9,2,-2.1,-28,-2
CCCC(=O)NC(c1ccco1)c1cc([N+](=O)[O-])c2cccnc2c1O (configuration not stated),-10,13,-13,0.5,-5,6,-0.6,-11,7
O=C(O)c1cc2ccccc2[nH]1,-11,16,5,·,1,2,·,·,·
Cc1ccc(O)c(Nc2c3ccccc3nc3ccccc23)c1,10,-7,-1,5.9,-9,1,6.7,-12,-14
O=C(OCc1nnc(-c2ccccc2)o1)c1ccc([N+](=O)[O-])s1,-12,7,14,0.3,-5,6,0.9,-4,4
O=C(NCCCN1CCOCC1)c1ccc(CSCc2cccc(Cl)c2)o1,-22,6,-9,1.5,-6,3,1.3,-24,-7
CCC1CCCCN1S(=O)(=O)Cc1ccccc1Cl (configuration not stated),-4,14,5,-0.8,-12,4,-0.3,-17,-1
O=C(Nc1ccc2c(c1)OCCO2)c1ccc(CN2CCOCC2)cc1,-11,2,11,0.9,-1,5,1.1,8,1
Cn1ncc([N+](=O)[O-])c1C(=O)Nc1ccc(-c2nc3ccccc3[nH]2)cc1,4,-8,31,9.9,-3,29,6.5,-1,-2
CC(=O)Nc1ccc(C(=O)Nc2ccc(S(=O)(=O)N3CCOCC3)cc2)cc1,-9,3,-7,0.7,-1,2,0.5,-7,-5
O=C(c1cc2c(ccc3ccccc32)oc1=O)N1CCN(CCO)CC1,-12,9,4,-0.8,-3,1,0.1,-14,-2
COc1cccc(NC(=O)N(C)C[C@@H]2Oc3ncc(Br)cc3C(=O)N([C@@H](C)CO)C[C@H]2C)c1,3,-3,-26,·,-2,1,·,·,·
CCCC1(C(=O)OC)NC(c2ccco2)C2C(=O)N(c3ccc(C)cc3)C(=O)C21 (configuration not stated),-11,9,-21,0.3,-2,0,-1.5,-22,-9
N#Cc1ccc(COC(=O)c2ccc3c(=O)[nH]c(CN4CCOCC4)nc3c2)cc1,3,-4,12,2.9,-3,4,4.9,0,5
O=C(C1CCCCC1)N1CCC(c2nc3c(nnn3Cc3ccccc3Cl)c(=O)[nH]2)CC1,-9,5,-30,·,-3,1,·,·,·

# Quoted from the listing, 3 compounds:
SMILES,M1 antag,CHRM1 PAM,TAAR1 antag,V1aR counter,CHRM1 agonist,TAAR1 agonist,OXTR ag,CHO parental Ca,OXTR potentiate
CCCC1(C(=O)OC)NC(c2ccco2)C2C(=O)N(c3ccc(C)cc3)C(=O)C21 (configuration not stated),-11,9,-21,0.3,-2,0,-1.5,-22,-9
N#Cc1ccc(COC(=O)c2ccc3c(=O)[nH]c(CN4CCOCC4)nc3c2)cc1,3,-4,12,2.9,-3,4,4.9,0,5
O=C(C1CCCCC1)N1CCC(c2nc3c(nnn3Cc3ccccc3Cl)c(=O)[nH]2)CC1,-9,5,-30,·,-3,1,·,·,·

# Remaining list, next part:
SMILES,M1 antag,CHRM1 PAM,TAAR1 antag,V1aR counter,CHRM1 agonist,TAAR1 agonist,OXTR ag,CHO parental Ca,OXTR potentiate
CCOc1ccc(CNC(=O)Cn2ccc3cc(S(=O)(=O)N4CCCC4)ccc32)cc1,8,-1,-15,-1.3,-4,9,-1.0,-1,-6
CCOC(=O)c1ccc(Nc2nc(-c3cccnc3)nc3ccccc23)cc1,35,-16,56*,-1.3,0,12,-2.6,-9,-10
Cc1csc(NC(=O)CSc2nnc(NC(=O)COc3ccccc3)s2)n1,-3,1,5,-0.6,-5,0,-1.4,-2,-8
COc1cccc(C(c2nnnn2C(C)(C)C)N2CCN(C3CCCCC3)CC2)c1OC (configuration not stated),-1,4,5,·,-2,0,·,·,·
O=C(Cn1cnc2c(nnn2Cc2ccc(F)cc2)c1=O)NCC1CCCO1 (configuration not stated),3,4,-2,-0.2,1,1,1.1,5,1
COc1ccccc1NC(=O)Cn1cnc2c(oc3nc4c(cc32)CCCC4)c1=O,-2,0,-9,1.1,-6,3,-0.6,-7,-5
COc1ccc(C(CCN2CCN(c3ccccc3)CC2)c2c(OC)cc(OC)c3c(-c4ccccc4)cc(=O)oc23)cc1 (configuration not stated),-10,4,2,-0.4,-5,1,-0.5,-12,-10
CCCCNC(=O)CO/N=C(\C)c1cc2ccccc2o1,4,-2,7,0.0,-7,-1,-2.0,-2,-4
CCCC1(C(=O)OC)NC(c2ccc(OC)c(OC)c2)C2C(=O)N(c3cccc(C(C)=O)c3)C(=O)C21 (configuration not stated),-19,9,1,-0.5,-1,3,-0.3,-5,-9
COc1ccc(C(=O)NNC(=O)Cc2ccc(-c3ccccc3)cc2)cc1OC,-1,1,-33,2.1,0,8,1.5,-10,-16
Cc1cccc(-n2c(C)n[nH]c2=S)c1C,-2,4,-2,0.9,-3,13,0.6,-9,-5
COc1ccccc1C(=O)NC(=O)CSc1ccc(C)c(C)c1,0,-1,-9,-0.4,-3,0,-1.3,-38,-1
O=C(COC(=O)CCC(NC(=O)OCc1ccccc1)C(=O)OCC(=O)Nc1ccccc1)Nc1ccccc1 (configuration not stated),2,0,29,3.0,-8,3,1.3,-5,-9
Cc1cc2nnc(SCC(=O)N3CCN(c4ccccc4)CC3)n2c(N)n1,9,1,16,2.8,-2,2,0.0,-19,-9
O=C(COC(=O)c1ccccc1O)NC(c1ccccc1)c1ccccc1,-12,5,-10,0.6,-3,8,2.1,3,2
COC(=O)Nc1ccc(S(=O)(=O)N2CCCC(C(=O)N3CCCCCC3)C2)cc1 (configuration not stated),-16,16,-9,0.1,1,2,-0.1,-7,1
CCCOc1ccc(-c2c(C(=O)N/N=C/c3ccc(OC)cc3)nnn2-c2nonc2N)cc1,-2,3,-18,2.8,-3,29,0.7,-26,5
S=C(NC1CCCCC1)N1CCN(Cc2ccccc2Cl)CC1,-7,4,-35,0.7,-9,10,-1.6,-20,2
COc1cccc(CN(C(=O)c2ccccc2)C2CCS(=O)(=O)C2)c1 (configuration not stated),-3,4,-21,0.1,-1,-1,0.0,-20,-3
C#CCOCCOCCOCCNc1nc(N2CCN(C(=O)Cn3cc(CCO)nn3)CC2)nc(N2CCN(C(=O)[C@H](CCCCN)n3cc(CCCC)nn3)CC2)n1,-11,12,-3,·,-4,0,·,·,·
C=CCOc1ccc(-c2nc3c(c(=O)[nH]c(=O)n3CCCC)n2C)cc1Br,-1,4,-5,0.1,-5,-3,0.5,-15,-9
Cn1nnnc1SCCNCc1ccncc1,-2,3,-3,0.1,-1,2,0.8,-11,0
CC1(C)NC(=O)N(CC(=O)OCC(=O)Nc2c(Br)cc([N+](=O)[O-])cc2Br)C1=O,-1,4,21,·,-2,13,·,·,·
O=C1CC(c2ccc(Cl)cc2)SC(N(c2ccccc2)c2ccccc2)=N1 (configuration not stated),-5,8,-26,-0.8,-7,4,-2.0,-24,-9
COc1ccc(C(C)(O)c2nc(-c3ccc4ccccc4c3)cs2)cc1 (configuration not stated),1,-1,-22,·,-3,2,·,·,·
CC(C)(C)/C(O)=C(/C#N)c1nc2ccccc2[nH]1,0,0,12,0.3,0,6,0.9,-3,-4
O=C(O)C(c1ccccc1)C(O)C1CC=CCC1 (configuration not stated),-7,1,-15,·,0,0,·,·,·
Cc1ccc(C)c(NC(=S)N(Cc2cccc(Br)c2)CC2CCC(C(=O)O)CC2)c1 (configuration not stated),11,-7,3,-0.4,-3,8,0.4,6,-21
COc1ccc(OC)c(/C=C/C(=O)N2C(=O)c3cccc(N)c3C2=O)c1,3,-2,23,0.7,-4,4,1.5,-1,-2
CCOc1c2ccoc2nc2c(OC)c(OC)ccc12,-16,8,1,-0.7,-1,1,-0.7,-9,0
O=S(=O)(c1ccc(Cl)cc1)n1ccc2cccnc21,6,2,-15,8.6,-4,-2,-2.2,-12,-15
O=c1[nH]c(=S)[nH]c2scc(-c3ccc(Br)cc3)c12,-4,3,-17,2.3,-1,-1,0.9,-11,-5
CCOc1ccc(NC(=O)COC(=O)c2ccc3c(c2)C(=O)N(CCc2ccccc2)C3=O)cc1,-9,7,18,1.1,7,38*,-0.1,-14,-3
C[C@H](CO)N1C[C@H](C)[C@@H](CN(C)S(=O)(=O)c2cccs2)Oc2c(NC(=O)C3CC3)cccc2C1=O,3,0,4,1.3,-8,17,0.9,-7,-1
O=C(NCCCn1ccnc1)/C(=C\c1ccccc1Cl)NC(=O)c1ccccc1,-11,9,-7,1.5,-4,1,-0.4,6,-5
CCn1c(=S)sc2nc(C)sc21,-4,7,-10,0.4,-7,-3,-0.9,-1,-4
OC(COCc1cccs1)CN1CCN(c2ccccc2Cl)CC1 (configuration not stated),9,-15,-30,3.0,-6,10,1.4,-14,-8
Cc1nnc(NC(=O)c2cccc(F)c2)s1,-3,3,-22,0.7,-3,5,-0.2,9,0
Cc1ccc(C(=O)O)c(C(=O)Nc2nc(C)cs2)c1,6,-1,-11,0.7,-3,1,0.6,-7,-2
O=C(Nc1ccccc1)/C(=C1\CCCN1)[N+](=O)[O-],-13,12,-2,1.1,-2,0,0.3,-5,-14

# Compounds as they come. Share with any hit: about 3.7%.
